# Assay outcomes from PubChem.
# HePTP inhibitor – blocks human HePTP tyrosine phosphatase. recombinant HePTP phosphatase activity, OD absorbance. inhibition, % at 20 µM. actives 0.64% (n = 110,000). AID 521; in the data active = inhibition above about 50%;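 note: plate controls were vehicle for no effect and reference inhibitor for full effect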
# Target sequence (P35236 whole entry, looked up): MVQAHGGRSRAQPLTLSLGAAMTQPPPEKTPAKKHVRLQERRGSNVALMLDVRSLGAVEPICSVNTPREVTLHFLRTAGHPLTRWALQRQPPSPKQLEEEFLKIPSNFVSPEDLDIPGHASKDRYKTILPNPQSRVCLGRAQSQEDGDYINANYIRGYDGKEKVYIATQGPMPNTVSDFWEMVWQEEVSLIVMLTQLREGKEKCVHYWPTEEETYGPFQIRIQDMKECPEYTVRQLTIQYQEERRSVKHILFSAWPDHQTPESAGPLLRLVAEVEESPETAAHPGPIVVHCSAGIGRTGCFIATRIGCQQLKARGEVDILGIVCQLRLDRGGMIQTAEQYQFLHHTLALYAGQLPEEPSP
# BAP1 block – blocks human BAP1 ubiquitin-AMC hydrolysis; recombinant BAP1, Ub-AMC hydrolysis fluorescence kinetic; stronger effect = lower value; actives 0.48% (n = 72,000); activity remaining (% of control), % at 20 µM; Q92560;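 active = activity remaining at or below 50% of control, provided the compound also passes the data quality filters; inactive = the rest, including low values that fail the filters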;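 note: 100% = DMSO wells rate and 0% = substrate alone blank rate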
# * = called active by the depositor; nt = no result given; & = joins results of further samples.
SMILES,HePTP inhibitor,BAP1 block
O=C(C(c1ccccc1)c1ccccc1)N1CCN(C2CCCC2)CC1,-17.3,nt
CCCOC(=O)c1c(-c2ccccc2)nc(CC)c(C(=O)SCC)c1CCC,nt,77.2
Clc1cccc(OCCCCCn2ccnc2)c1,3.8,nt
CS(=O)(=O)N(Cc1ccc(C(=O)NCCSc2ccccn2)cc1)c1ccccc1,-2.7,nt
CCCCOc1ccc(C(=O)Nc2ccc(N3CCN(C(=O)C(C)C)CC3)cc2)cc1,14.0,132.5
COc1ccc(Nc2n[nH]c(C)c2[N+](=O)[O-])cc1,2.8,nt
COc1ccc(NC(=O)CCN2C(=O)/C(=C\c3cccc(OC)c3)SC2=S)cc1,-13.8,nt
O=C(Oc1ccccc1)Oc1c(Cl)cc2oc(=O)sc2c1Cl,2.5,nt
CCOC(=O)c1cc2c(=O)n3cccc(C)c3nc2n(CCc2ccccc2)c1=N,-5.5,205.8
COC(=O)CCCCCC(CCC(=O)OC)NC(C)=O (configuration not stated),3.3,97.1
CCOP(=O)(O)COc1ccc([N+](=O)[O-])cc1,4.2,nt
CC(=O)NCCn1c(SCC(=O)NCC2CCCO2)nc2ccccc2c1=O (configuration not stated),-5.8,93.1
Cc1cccc(OCC(=O)N2CCC(c3ccccc3)C2)c1 (configuration not stated),-2.3,97.0
Cc1ccc(C)n1-c1cc(C(=O)O)cc(C(=O)O)c1,100.6*,110.5
O=C(NCCc1ccccc1)C(=O)NC1CCCC1,-1.2,nt
CCOc1cc(C#N)c(NC(=O)CSc2nnnn2-c2ccc(OC)cc2)cc1OCC,2.6,77.0
Cc1ccccc1-n1c(C)cc(/C=N/NC(=O)c2ccncc2)c1C,2.4,nt
O=C(NCc1ccco1)c1cc(S(=O)(=O)N2CCOCC2)c(Cl)cc1Cl,6.2,138.6
CCOC(=O)c1cc2sccc2n1CC(=O)c1ccc2c(c1)OCCO2,1.6,67.4
Cc1ccc(N(CC(N)=O)S(=O)(=O)c2ccccc2)c(C)c1,-4.3,nt
CCOC(=O)N1CCC(NC(=O)C2=C(C)C(=O)OC23CCC(C)CC3)CC1 (configuration not stated),8.1,84.0
COc1ccc(N(C(=O)c2ccccc2F)C2C=CS(=O)(=O)C2)cc1 (configuration not stated),1.9,nt
CC(C)(C)C(=O)Nc1cccc(-c2nnc(-c3ccco3)o2)c1,7.2,nt
Cn1c(CNC(=O)C(C)(C)C)nc2ccccc21,11.1,nt
O=C(CN1CCOCC1)Nc1c2c(nc3ccccc13)N(Cc1ccccc1)CC2,7.0,nt
CCOc1ccccc1N(CC(=O)O)S(=O)(=O)c1ccccc1,10.9,120.3
O=C(NCCNc1ccc(Cl)cc1[N+](=O)[O-])c1ccc(F)cc1,1.8,nt
O=C(O)C1C2C=CC(C2)C1C(=O)NC1CCS(=O)(=O)C1 (configuration not stated),7.0,108.8
O=S(=O)(c1cc(Cl)ccc1Cl)N1CCCCC1,4.2,84.1
COc1cccc(NC(=O)c2cc(Cl)ccc2OC)c1,3.5,nt
COc1ccc(N2CCN(c3nc(NC(C)(C)C)nc(N4CCCCC4)n3)CC2)cc1,7.4,75.5
Cc1cccc(NC(=O)Cn2cnc3c(cnn3-c3ccc(F)cc3)c2=O)c1C,-2.9,74.7
CS(=O)(=O)Nc1ccc(C(=O)NCC2CCCO2)cc1 (configuration not stated),9.7,79.7
COCCn1c(N2CCN(c3ccc(OC)cc3)CC2)nc2c1c(=O)n(C)c(=O)n2C,-0.5,101.9
O=C(CSc1nc(-c2ccncc2)nn1CC(=O)N1CCCCC1)NC1CCCC1,-0.7,nt
C=CCc1cc(/C=C2\C(=O)NC(=O)N(c3ccc(C)cc3)C2=O)cc(OC)c1OCC(=O)OC,6.9,nt
CC1(C)Cc2nc3sc4c(=O)[nH]cnc4c3cc2CS1,9.3,99.9
Cc1[nH]cnc1CSCCN,-0.3,100.5
COc1ccc(-n2nc3ccc(NC(=O)COc4ccccc4Cl)cc3n2)cc1,6.7,nt
COc1ccccc1NC(=O)c1oc2ccc(C)cc2c1C,2.1&6.6,74.0
NNC(=O)c1cc(C(=O)O)nc2ccc(Br)cc12,-0.1,nt
O=C(O/N=C(/c1ccc(Br)cc1)N1CCOCC1)c1ccccc1,-3.4,nt
O=C(Nc1nc(-c2ccc(Cl)c(Cl)c2)cs1)c1cccc([N+](=O)[O-])c1,2.7,nt
O=C1C2C(C(=O)N1CC1CCCO1)C1C=CC2C12CC2 (configuration not stated),1.4,nt
CCCCCC(=O)N(CN1C(=O)CCC1=O)c1ccccc1,7.3,103.4
COc1cccc(C2(c3cccc(OC)c3)CC2C(=O)Nc2ccccc2Cl)c1 (configuration not stated),5.0,nt
O=C(CC1(O)C(=S)Nc2ccccc21)c1ccc(Br)cc1 (configuration not stated),2.4,nt
O=C(CSc1ccc2nnc(-c3ccncc3)n2n1)Nc1ccc2c(c1)OCCO2,6.1,96.3
COC(=O)c1ccc(Cl)c(NC(=O)C23CC4CC(C)(CC(C)(C4)C2)C3)c1,-2.3,nt
COc1cc(/C=N/n2cnnc2)cc(I)c1OCCOc1ccc(C(C)(C)C)cc1,4.5,nt
Cc1ccc(Cn2ncc3c(N4CCN(c5ccccc5C)CC4)ncnc32)cc1,8.0,33.4*
O=C(O)CC(NS(=O)(=O)c1cccc2nsnc12)c1ccc(F)cc1 (configuration not stated),0.9,101.1
COc1ccc(N(CC(=O)N2CCCC(C)C2)S(=O)(=O)c2c(C)nn(C)c2C)cc1 (configuration not stated),3.6,97.2
Cc1cc(=O)n(C)c(=O)n1CCCCCN1CCCC1,-0.7,111.8
CCN(CC)C(=O)CSc1ncnc2c(-c3cccs3)nsc12,7.7,127.8
COc1ccccc1NC(=O)C1=C(C)NC(=O)NC1c1cccc([N+](=O)[O-])c1 (configuration not stated),-13.5,nt
Clc1ccc(-c2noc(CCc3ccccc3)n2)cc1,-6.9,nt
O=C(Nc1ccccc1Cl)c1cc(S(=O)(=O)N2CCCC(C(=O)O)C2)ccc1F (configuration not stated),2.4,98.0
Cc1cc(C)c2nc3s/c(=C/c4ccc5c(c4)n(C)c(=O)n5C)c(=O)n3c2c1,8.5&2.6,152.2
COc1cc(/C=C2/SC(=S)N(C)C2=O)ccc1OC(=O)c1ccccc1Cl,-13.7,nt
# Remaining list, next part.
SMILES,HePTP inhibitor,BAP1 block
O=C(/C=C/c1ccc(OC2CSC2)cc1)c1ccccc1,3.7,nt
O=C1OC(N2CCN(C(=O)C3CCCO3)CC2)c2ccccc21 (configuration not stated),5.7,123.0
CCCCCN(CCCCC)C(=O)C(CCC(=O)O)NC(=O)c1ccc(Cl)c(Cl)c1 (configuration not stated),nt,86.3
CC1=NN(C(=N)c2ccccc2)C(O)(c2ccccc2)C1 (configuration not stated),-7.7,nt
O=S1(=O)CC(S(=O)(=O)c2ccccc2)C(S(=O)(=O)c2ccccc2)C1 (configuration not stated),-4.0,nt
CC(=O)c1cc2c(cc1NC(=O)c1cc3nc(C(C)C)cc(C(F)(F)F)n3n1)OCO2,1.6,56.0
CCCCc1n[nH]c2c1C(=O)CC(C)(C)C2,4.9,89.8
CCOc1ccc(N=Cc2cccc(C)c2O)cc1,9.0,nt
O=C(Nc1ccc(O)cc1C(=O)O)c1ccccc1Br,6.6,nt
CC(c1ccco1)N(C(=O)c1cccs1)c1ccccn1 (configuration not stated),-12.2,107.3
O=C(O)c1ccc(-n2nnnc2Oc2ccccc2C(=O)N2CCOCC2)cc1,1.5,58.0
O=[N+]([O-])c1ccc(Cl)cc1NCCOc1ccccc1,nt,60.2
Cc1ccc(CSCCNS(C)(=O)=O)cc1,3.8,nt
Cc1nc(SCC(=O)c2ccccc2)c(C#N)c(C)c1C,-7.6,nt
CCCOc1ccccc1C1NC(=O)NC(C)=C1C(=O)OCCOCC (configuration not stated),8.2,102.2
O=C(CCN1CCN(c2ccccc2F)CC1)Nc1ccccc1F,7.7,81.4
COCCOC(=O)/C=C1/NC(=O)CS1,14.1,117.0
NC(=O)c1cccc(N=Cc2cc([N+](=O)[O-])ccc2O)c1,6.0,nt
Cc1ccc(OCc2ccoc2C(=O)O)cc1C,19.9,83.0
N#Cc1c(NC(=O)CSc2n[nH]c(Cc3ccccc3)n2)oc(-c2ccccc2)c1-c1ccccc1,12.4,nt
Cc1cccc(-c2nnc(SCc3nc4ccccc4[nH]3)n2Cc2ccco2)c1,14.9,90.9
C/C(=N\O)c1ccccc1C(=O)O,-3.1,129.9
COc1cc2nc(N3CCN(C(=O)OCc4ccccc4)C(C(=O)NC(C)(C)C)C3)nc(N)c2cc1OC (configuration not stated),nt,97.2
CCOc1ccc(S(=O)(=O)N2CCN(C(=O)c3cccn3C)CC2)cc1,9.8,115.9
O=C(Nc1ccccc1N1CCCCC1)c1ccccc1F,5.3,78.2
COc1ccccc1OCc1ccoc1C(=O)O,-15.9,nt
COc1ccc(OC)c(-n2nnnc2SCC(=O)NCCc2ccccc2)c1,3.6,107.9
Cc1cc(C)n(CC(=O)N2c3ccccc3Sc3ccccc32)n1,1.7,83.2
CN(C)C(=O)N1CCN(C(=O)c2ccccc2Sc2ccccc2C#N)CC1,5.7,75.1
O=c1/c(=C/c2ccc(CNS(=O)(=O)c3ccccc3)o2)sc2n1CCN=2,6.5,81.0
COC(=O)CCCCC(=O)C1C(=O)CC(C)(C)C(C(=O)OC)C1=O (configuration not stated),-2.9,100.0
CCCn1nc(-c2nnc(-c3ccc(C)c(C)c3)o2)c2ccccc2c1=O,9.2,nt
C(=N\Nc1ncc(-c2cccs2)s1)/c1ccccc1,9.5,nt
COc1cc2cc(C(c3nnnn3Cc3ccc(F)cc3)N3CCCCCC3)c(=O)[nH]c2cc1OC (configuration not stated),0.5,nt
CCOC(=O)Cn1c2ccc(OC)cc2c2nc3ccccc3nc21,-0.5,nt
CC(C)(C)N1C(=O)c2ccc(C(=O)Nc3ccc(C(=O)O)cc3)cc2C1=O,1.8,nt
C=C(C)c1cccc(C(C)(C)NC(=O)N2CCc3ccccc32)c1,7.5,nt
CCCC(=N)C1=C(O)CC(CC(C)SCC)CC1=O (configuration not stated),4.0,104.1
O=C(Nc1c[nH]c(=O)[nH]c1=O)c1ccccc1Cl,5.3,nt
COc1ccccc1-c1cc(C(=O)Nc2cccnc2)no1,11.7,96.7
COC(=O)c1cnn2c(C)c(Cc3cccc(F)c3)c(C)nc12,10.9,94.5
Cc1ccc(NC(=O)N2CCCC2C(=O)NCCc2ccccc2)cc1 (configuration not stated),-5.7,92.7
Cc1c(Cl)cccc1NC(=O)CC1SCCNC1=O (configuration not stated),-8.4,106.2
COC(=O)c1c(C)oc2ccc(OCc3ccc([N+](=O)[O-])cc3)cc12,-5.7,nt
COc1ccc(-n2c(SCC(=O)Nc3ccc(C)cc3)nc(O)c(Cc3ccccc3)c2=O)cc1,5.7,nt
CCOC(=O)c1c(NC(=O)c2ccccc2OC)sc2c1CCCCC2,-11.8,nt
CC(=O)C1=C(O)C(=O)N(CC2CCCO2)C1c1ccc(Cl)cc1 (configuration not stated),3.2,nt
O=C(c1nn2c(c1Cl)NC(c1ccc(Cl)cc1)CC2C(F)(F)F)N1CCN(c2ccccc2)CC1 (configuration not stated),-3.7,nt
C(=Nc1ccccc1-c1ccccc1N=Cc1c[nH]c2ccccc12)c1c[nH]c2ccccc12,-2.4,nt
O=C(O)CCCC(=O)N1CCN(c2cccc(Cl)c2)CC1,3.3,94.0
COc1ccc(-n2cnnn2)c(OC)c1,4.8,nt
COc1ccc(/C=C/C(=O)Nc2ccc(OC)c(OC)c2)cc1,-3.0,nt
COCCN(C(=O)Cc1cccs1)c1nnc(-c2cccnc2)s1,2.7,77.2
O=C1Nc2ccc(S(=O)(=O)NNc3ccc([N+](=O)[O-])cc3)c3cccc1c23,-14.2,nt
CN(C)CCNC(=O)c1c(O)c2c([nH]c1=O)CCCC2,3.2,97.4
COCCOc1nc2c(c(=O)n(C)c(=O)n2C)n1CCc1ccccc1,7.6,108.2
Cc1ccc(NC(=O)CN2CC(C)SC2=NC2CCCCC2)cc1 (configuration not stated),13.3,117.2
CCOc1cc(C2NC(=S)NC(C)=C2C(=O)Nc2ccc(C)cc2)ccc1O (configuration not stated),13.3,nt
C=CCc1cccc(/C=N/NC(=O)c2cc(-c3ccccc3)n[nH]2)c1O,8.1,nt
O=C(NCC1COc2ccccc2O1)c1c[nH]c2ccc(S(=O)(=O)N3CCOCC3)cc2c1=O (configuration not stated),-3.4,nt

# Compounds were not picked by outcome; about 0.91% have a hit in one of these screens.
